# Bioassay records as filed in PubChem BioAssay.
# AMA1-RON2 inh – qHTS for Inhibitors of AMA1-RON; Towards Development of Antimalarial Drug Lead: Primary Screen. AlphaScreen AMA1-biotinylated RON2 peptide binding. AID 720542, 2013. Potency, µM (top dose mostly 58.2 µM), without a hit: at the top dose activity change, negative = inhibition, most hits filed as inhibitors. Plasmodium falciparum AMA1 (3D7) - RON2 peptide interaction. hit rate 0.2% among 360,000;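 also: potency is read from the fitted curve at half-maximal effect; 0% = vehicle wells and -100% = peptide control; nearly all actives have a fitted effect of over 45% in size; some results filed as inactive show a strong effect at the top dose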
#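 AMA1 (3D7) with his tag at 25 nM final met compounds first, then biotinylated RON2 peptide at 25 nM; detection used donor plus acceptor beads, 10 µg/mL apiece, read by AlphaScreen after 30 min at room temperature.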
# TbPYK inhibitor – qHTS of Trypanosoma Brucei Inhibitors; Potency, µM (highest dose often 76.8 µM), for inactives: at the highest dose activity, negative = inhibition, hits mostly inhibitors; pyruvate kinase (Trypanosoma brucei), Q57TT1; TbPYK enzyme, Kinase-Glo Plus ATP luminescence, 45 min; hit rate 0.12% among 410,000; also: potency is read from the fitted curve at half-maximal effect; % is scaled to controls: 0 for no effect and ±100 for the full control effect; nearly all actives have a fitted effect of over 50% in size
#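 Quantitative HTS: titrated library compounds versus trypanosomal pyruvate kinase in TEA buffer (pH 7.2) containing KCl, MgCl2, BSA and Tween-20. Reactions were initiated with ADP, 130 uM final. Kinase-Glo Plus luminescence was read after 45 min at RT.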
# Cycloheximide cs – Cycloheximide Counterscreen for Small Molecule Inhibitors of Shiga Toxin; cell reporter, cycloheximide protein synthesis inhibition counterscreen; max response, %; hit rate 12% among 300,000; AID 2314, 2010; in the data active = max response mostly above about 13%, no sharp cut-off; inactive = mostly below about 14%; also: read at 38.3 µM for the half of the compounds with a filed dose; 0% is about no effect
# LmPK inhibitor – qHTS Assay for Inhibitors of Leishmania Mexicana Pyruvate Kinase (LmPK); hit rate 0.37% among 290,000; Q27686; Potency, µM (top dose mostly 57.5 µM), for inactives: at the top dose activity change, negative = inhibition, most hits filed as inhibitors; AID 1721, 2009; purified LmPK, Kinase-Glo ATP luminescence, 1 h; also: potency is read from the fitted curve at half-maximal effect; % is scaled to controls: 0 for no effect and ±100 for the full control effect
# Target sequence (Q27686 whole entry, looked up): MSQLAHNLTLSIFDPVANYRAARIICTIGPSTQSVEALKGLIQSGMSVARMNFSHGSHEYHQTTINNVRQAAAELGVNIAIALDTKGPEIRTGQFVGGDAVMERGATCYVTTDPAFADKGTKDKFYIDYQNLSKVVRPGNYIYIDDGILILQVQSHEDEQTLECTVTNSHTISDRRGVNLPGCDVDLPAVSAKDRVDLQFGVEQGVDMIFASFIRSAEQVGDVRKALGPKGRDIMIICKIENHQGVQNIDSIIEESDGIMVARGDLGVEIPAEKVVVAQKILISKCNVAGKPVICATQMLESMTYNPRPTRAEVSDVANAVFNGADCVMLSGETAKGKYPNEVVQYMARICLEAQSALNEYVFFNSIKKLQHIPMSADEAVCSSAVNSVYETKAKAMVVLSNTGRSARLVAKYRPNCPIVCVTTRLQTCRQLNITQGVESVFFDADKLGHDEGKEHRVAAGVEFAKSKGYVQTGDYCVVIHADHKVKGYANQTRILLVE
#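 Kinase-Glo luminescence read after 1 h RT reaction of 0.1 nM LmPK with 0.5 mM PEP and 0.1 mM ADP. Activity scaled between uninhibited and enzyme-free controls.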
# Pf growth 96h – Primary qHTS for delayed death inhibitors of the malarial parasite plastid, 96 hour incubation. P. falciparum luciferase reporter growth, 96 h. Potency, µM (top dose mostly 28.7 µM), inactives show at the top dose activity change, negative = inhibition, actives largely listed as inhibitors. hit rate 6.9% among 320,000; also: potency is read from the fitted curve at half-maximal effect; % is scaled to controls: 0 for no effect and ±100 for the full control effect
#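 Readout is luminescence from an integrated firefly luciferase in P. falciparum. Red cells, 2% hematocrit and 0.05% parasitemia final, were cultured with compound through two parasite generations (96 hours) at 37 C, 5% CO2.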
# Shiga inhibitor – A qHTS for Small Molecule Inhibitors of Shiga Toxin; hit rate 9.2% among 290,000; inhibition, % at 38.7 µM; Vero cells, Shiga toxin protein synthesis inhibition reporter; in the data active = inhibition mostly above about 28%, no sharp cut-off; inactive = mostly below about 43%; also: 0% is about no effect
# Pf growth 48h – Primary qHTS for delayed death inhibitors of the malarial parasite plastid, 48 hour incubation | P. falciparum luciferase growth in erythrocytes, 48 h | Potency, µM (series often up to 28.7 µM), for the others: at the top dose activity change, negative = inhibition, usual class: inhibitors | hit rate 5.9% among 310,000; also: potency is read from the fitted curve at half-maximal effect; % is scaled to controls: 0 for no effect and ±100 for the full control effect
#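 Luciferase-expressing P. falciparum in infected erythrocytes (2% hematocrit, 0.1% parasitemia final) in RPMI 1640/0.5% Albumax were exposed to compound for 48 hours at 37 C, 5% CO2; growth read as luminescence.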
# Starred values were filed as active, the others as inactive; ? = inconclusive; nt = not tested or not shown; + = active, no number; & = joins results of further samples; [ ] = remark or other dose. Unless noted, calls follow the shape of the dose curve; as a rule, active = well fitted curve in the direction sought with a large enough effect; inconclusive = small, poorly fitted or top-dose-only effect, or another doubt; inactive = no such curve, though single readings can be large; an effect the other way counts as inactive or inconclusive.
canonical_smiles,LmPK inhibitor,Cycloheximide cs,Pf growth 48h,AMA1-RON2 inh,TbPYK inhibitor,Shiga inhibitor,Pf growth 96h
CC1=NN(c2ccc(N)cc2)C(=O)C1,0.7%,-4.2,nt,-1.1%,-11.0%,-9.6,-17.2%
Cc1cccc[n+]1CC(=O)/C=C1\N(C)c2ccccc2C1(C)C,1.6%,3.2,2.94µM*,2.5%,-10.6%,6.9,2.94µM*
Cc1nnc(NC(=O)CSc2nnc(Cc3ccccc3)n2-c2ccccc2)s1,0.6%,1.6,8.3%,-11.0%,4.2%,-16.5,nt
O=C(CCCNC(=O)c1ccc(Cl)cc1)NCc1ccccc1F,6.9%,-0.7,-8.7%,-5.4%,2.7%,2.8,-2.2%
Cc1ccc(S(=O)(=O)Nc2cccnc2Oc2ccc(Cl)cc2)cc1,8.9%,-0.7,?,-1.7%,0.1%,15.2,?
Cc1cccc(NC(=O)c2cc(NC(=O)c3ccco3)ccc2Cl)n1,3.1%,24.8,0.0%,-8.4%,12.7%,21.2*,-3.8%
CC12CN3CCN(CC(C3)C1(O)CN1CCOCC1)C2 (centres undefined),3.8%,-5.1,24.0%,-7.6%,2.3%,22.0,nt
CC(C)NC(=S)NC(=O)/C=C/c1ccc(F)cc1,2.3%,7.3,-12.2%,-14.2%,-16.7%,21.5,-19.1%
CCCCN(CC)CCNC(=O)c1cn(C)c(=O)c2c1c1ccccc1n2C,-0.8%,-9.4,-6.3%,15.4%,-4.4%&3.2%,-4.0,0.5%
CCc1ccc(-c2nc(CS(=O)CC(=O)O)c(C)o2)cc1 (centres undefined),-3.5%,46.0*,125.4%[activator],-17.8%,-10.5%,52.9*,101.3%[activator]
N#CCC(=O)Nc1ccc(C(=O)OCC(=O)Nc2sc3c(c2C#N)CCCC3)cc1,nt,nt,15.8%,-10.7%,-4.3%,nt,61.4%[activator]
CN(C)/C(CN1CCN(C=O)CC1)=C1\N=C(c2ccccc2)OC1=O,1.8%,8.8,31.6%[activator],-6.5%,-4.1%,-11.5,36.1%[activator]
O=C1CNC(=S)N1CCCn1ccnc1,-14.1%,-7.7,-8.4%,25.4%,-9.1%,-2.7,?
COc1ccc(CCC(=O)Nc2c(C)n(C)n(-c3ccccc3)c2=O)cc1,-1.7%,-6.6,15.1%,5.2%,-16.8%,6.9,-30.0%
COCCn1c(SCC(=O)Nc2cc(Cl)ccc2OC)nc2c(c1=O)SC(C)C2 (centres undefined),2.4%,-1.6,8.28µM*,-5.9%,2.7%,4.2,3.7µM*
COc1cc(Br)c(C2C(C#N)=C(N)Oc3n[nH]c(-c4cccnc4)c32)cc1OC (centres undefined),0.0%,12.7,14.7%,-3.1%,-1.8%,-7.9,16.4%

# Profiles, looked up by structure. Order of screens: LmPK inhibitor | Cycloheximide cs | Pf growth 48h | AMA1-RON2 inh | TbPYK inhibitor | Shiga inhibitor | Pf growth 96h
# Shown for COc1cc(Br)c(C2C(C#N)=C(N)Oc3n[nH]c(-c4cccnc4)c32)cc1OC (centres undefined) : 0.0% | 12.7 | 14.7% | -3.1% | -1.8% | -7.9 | 16.4%
# Shown for CCCCN(CC)CCNC(=O)c1cn(C)c(=O)c2c1c1ccccc1n2C : -0.8% | -9.4 | -6.3% | 15.4% | -4.4%&3.2% | -4.0 | 0.5%

# The results go on:
canonical_smiles,LmPK inhibitor,Cycloheximide cs,Pf growth 48h,AMA1-RON2 inh,TbPYK inhibitor,Shiga inhibitor,Pf growth 96h
O=c1[nH]c(C2CCN(S(=O)(=O)c3ccc4c(c3)OCCO4)CC2)nc2c1nnn2Cc1ccc(F)cc1,2.3%,1.5,1.47µM*,-1.4%,-3.9%,-6.6,6.9%
CC(C)c1ccccc1-n1c(SCC(=O)N2CCc3ccccc3C2)nc2ccccc2c1=O,1.0%,9.0,1.47µM*,-5.2%,0.1%,-10.3,5.86µM*
CC(C)COC(=S)Nc1ccccc1,-14.9%,32.0*,nt,15.4%,1.2%,17.1,-25.7%
Cc1ccc(C(=O)COC(=O)CN2C(=O)C3C4C=CC(C4)C3C2=O)cc1C (centres undefined),1.9%,-1.9,62.1%[activator],10.3%,2.1%,14.5,35.2%[activator]
COC(=O)C(Cc1ccccc1)NC(=O)c1cc(S(=O)(=O)N(C)C)ccc1Cl (centres undefined),-2.4%,-4.2,0.0%,12.8%,-1.7%,11.3,2.5%
COc1ccc(OC)c(NC(=O)C2C3C=CC(C3)C2C(=O)NCc2cccnc2)c1 (centres undefined),-5.0%,-1.0,-4.2%,-14.7%,5.2%,-8.3,-6.5%
S=C(NCc1ccccc1)Nc1ccc(Oc2ccccc2)cc1,-3.0%,13.1,?,66.9%[activator],-21.4%,14.6,?
COc1ccc(C(=O)C2CCCN(C(=O)Cn3nc(C)cc3C)C2)cc1F (centres undefined),-2.2%,5.2,-10.7%,3.8%,7.4%,40.1,-17.2%
CC1CCCC(NC(=O)CN(C)S(=O)(=O)c2cnc[nH]2)C1C (centres undefined),-3.9%,6.5,?,0.0%,-0.2%,15.9,15.0%
Cc1ccccc1NC(=O)Nc1nc2ccc(S(C)(=O)=O)cc2s1,-1.2%,13.8,44.5%[activator],-17.0%,0.2%,+,?
Cc1cccc(CCN=c2c([N+](=O)[O-])nn(-c3ccccc3)n2O)c1,0.6%[11.5 µM],11.7,?,-22.6%,-3.6%,12.0,?
COc1ccc(NC(=O)[C@@H](NC(=O)N2C[C@H]3C[C@@H](C2)c2cccc(=O)n2C3)C(C)C)cc1,-7.8%,6.6,28.7%,0.7%,4.3%,16.6,-8.2%
Cc1ccc(C(=O)c2sc3c(c2N)c(=O)[nH]c(=O)n3CCc2ccccc2)cc1,-1.7%,0.4,?,-13.3%,-7.0%,-14.3,9.28µM*
C1CC2NCCC3NCCC(N1)N32 (centres undefined),2.1%,-6.6,9.2%,-1.2%,3.0%,-4.5,18.6%
CCCCCC(=O)NN1C(=S)N(c2ccc(OC)cc2)C(=O)C1CC(=O)Nc1ccccc1 (centres undefined),2.1%,1.4,52.7%[activator],49.5%[activator],-4.2%,5.4,77.1%[activator]
Cc1cc(C(=O)N/N=C/c2c(CO)cnc(C)c2O)c2ccccc2n1,3.4%,-0.7,?,-49.7%,3.3%,-34.3,?
CC1CN(C(=O)c2ccc(NS(=O)(=O)c3ccc(F)c(F)c3)cc2)CC(C)O1 (centres undefined),nt,nt,?,15.9%,-1.1%,nt,-0.7%
CC(C)c1cc(C(=O)Nc2sc3c(c2C#N)CCC3)no1,-0.3%,32.7,7.3%,2.4%,-17.6%,28.9,?
CCN(C(N)=S)c1ccccc1,-1.0%,-1.2,39.2%[activator],2.6%,-2.5%,-21.5,15.6%
CN1CCN(c2nc(-c3ccccc3)c3cc(Cl)ccc3n2)CC1,0.3%,4.2,?,-7.9%,2.9%,-11.8,5.3%
O=C1CC(Nc2ccc(N3CCOCC3)cc2)C(=O)N1Cc1ccccc1 (centres undefined),1.8%,1.5,6.7%,-13.3%,-11.5%,33.3,?
CCCSc1nnc(NC(=O)CSc2sc3c(O)cc(=O)[nH]c3c2C#N)s1,1.4%,-2.2,17.8%,-16.1%,-15.9%,-6.5,15.8%
CCCN(CC(=O)Nc1ccccc1C)C(=O)/C=C/c1cccs1,-1.4%,0.9,16.8%,-0.5%,1.0%,-4.4,30.6%[activator]
Cn1c(CN2CCN(C(=O)c3ccco3)CC2)nc2cc([N+](=O)[O-])ccc21,-5.2%,-1.1,-1.2%,5.5%,-7.9%,10.4,-1.1%
COc1cc(NC(=O)c2ccc(Cl)cc2)c(OC)cc1Cl,11.0%,-2.5,nt,2.7%,8.1%,-4.3,-28.4%
Clc1ccc(-n2cccc2)cn1,6.4%,-3.8,1.4%,-0.4%,-8.5%,32.1,-7.5%
Cc1sc2ncn(CC(=O)NCCCC(=O)N3CCN(c4ccccn4)CC3)c(=O)c2c1C,1.1%,-0.4,?,0.0%,-1.1%,-5.4,6.5%
CC(C)(C)OC(=O)N[C@@H](COCc1ccccc1)C(=O)N[C@@H](CO)[C@H](O)[C@@H]1C[C@@H]1C(=O)NC1CC1,-6.4%,1.6,4.9%,21.0%,2.7%,-8.7,22.2%
CCOC(=O)CC(=O)CSc1ncnc2c1oc1ccccc12,-2.3%,17.6,-14.6%,-9.1%,1.5%,34.7,nt
CCC(C)(C)NC(=O)C(c1ccc(OC)cc1)N(C(=O)CCC(=O)Nc1cc(C)on1)C1CC1 (centres undefined),0.8%,-1.9,?,-1.5%,0.8%,-2.8,24.6%
CCOC(=O)c1nnsc1NC(C)=O,0.0%,-1.5,1.8%,3.7%,-11.0%,-8.8,?
COc1ccc(NC(=O)c2sc3nc(C)nc(N4CCOCC4)c3c2C)c(OC)c1,1.6%,-5.1,13.0%,-8.0%,-9.2%,5.7,?
Cc1onc(-c2c(F)cccc2Cl)c1C(=O)NCCCN1CCOCC1,5.0%,-1.3,-16.1%,-5.3%,1.8%,-18.9,nt
CN(C)CCNc1ncnc2c1sc1nc(N3CCCC3)c3c(c12)CC(C)(C)OC3,7.6%,0.4,0.0%,-17.3%,-1.8%,-9.8,-17.4%
O=C(COC(=O)CCc1ccccc1)Nc1ncc(Cl)cc1Cl,-3.5%,-2.4,nt,-4.2%,-4.0%,-12.3,10.4%
CCOc1ccc(C(=O)Nc2cccc(-c3nc4ccccc4[nH]3)c2C)cc1[N+](=O)[O-],0.6%,-3.2,-18.8%,-14.6%,-9.1%,-9.5,13.1%
COCCN(C(=O)COC(=O)c1ccc2c(c1)OCCO2)c1c(N)n(Cc2ccccc2)c(=O)[nH]c1=O,nt,nt,?,-0.4%,3.3%,nt,-16.7%
CCc1c(C)sc(NC(=O)Cc2ccccc2C)c1C(=O)N1CCOCC1,-4.4%,-2.6,44.8%[activator],-13.1%,-9.1%,18.1,28.9%
CCCCN(C)C(=O)C(Cc1ccccc1)NS(=O)(=O)c1ccc2c(c1)c(=O)n(C)c(=O)n2C (centres undefined),15.0%,-6.6,nt,5.0%,2.9%&1.6%,-15.0,?
Nc1c2c(nc3ccccc13)CCC2,-0.2%,-2.8,?,-4.1%,-13.4%,15.1,32.0%[activator]
CCOc1ccc(C(=O)NCC(=O)OCCN2C(=O)c3ccccc3C2=O)cc1OCC,nt,nt,-6.3%,-6.1%,3.4%,nt,-23.2%
COc1cccc(N(C(=O)Cn2nnc(-c3ccc(Cl)cc3)n2)C(C(=O)NCC2CCCO2)c2ccc(C)cc2)c1 (centres undefined),1.6%,-2.6,-17.3%,-6.8%,1.8%,-14.1,?
